Assay outcomes from PubChem.
RAD54 inh: inhibitors of human RAD54 branch migration; RAD54 Holliday junction branch migration, FAM/BHQ fluorescence; AID 602329; inhibition, % at 10.4 µM; 0.14% of 360,000 active;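 active means mean normalized replicate activity at least 40 and at least half of replicates scoring 40 or more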;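 further: 0% = median of neutral control wells and 100% = median of positive control wells; inhibitors cause a drop in the FAM fluorescence signal; in these data hits start at about 50%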
Target sequence (Q92698 whole entry, looked up): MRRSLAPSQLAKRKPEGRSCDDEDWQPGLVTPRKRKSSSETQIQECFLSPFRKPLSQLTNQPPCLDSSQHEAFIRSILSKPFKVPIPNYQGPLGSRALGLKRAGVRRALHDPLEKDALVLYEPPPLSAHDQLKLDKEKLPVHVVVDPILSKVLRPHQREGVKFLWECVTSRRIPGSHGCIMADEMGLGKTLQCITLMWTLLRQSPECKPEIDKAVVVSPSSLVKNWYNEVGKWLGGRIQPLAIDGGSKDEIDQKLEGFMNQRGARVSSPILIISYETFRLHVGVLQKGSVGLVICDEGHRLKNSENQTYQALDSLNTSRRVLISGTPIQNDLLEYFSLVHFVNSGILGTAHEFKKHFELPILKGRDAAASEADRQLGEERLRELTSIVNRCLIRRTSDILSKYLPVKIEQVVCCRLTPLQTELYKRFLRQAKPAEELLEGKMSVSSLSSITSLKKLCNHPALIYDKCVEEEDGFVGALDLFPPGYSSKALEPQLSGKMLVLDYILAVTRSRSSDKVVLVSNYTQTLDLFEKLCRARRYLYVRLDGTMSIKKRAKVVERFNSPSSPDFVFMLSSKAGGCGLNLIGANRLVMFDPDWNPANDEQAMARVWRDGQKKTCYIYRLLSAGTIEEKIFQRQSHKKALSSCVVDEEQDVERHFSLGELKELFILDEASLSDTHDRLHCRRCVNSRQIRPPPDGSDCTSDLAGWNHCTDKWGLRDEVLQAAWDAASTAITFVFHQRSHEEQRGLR
ARNT TACC3 PPI: disrupts binding between human ARNT and TACC3; Q9Y6A5; AlphaScreen His-ARNT PAS-B/GST-TACC3 binding, luminescence; TACC3 fragment carries E629A point mutation; inhibition, % at 9.99 µM; 0.66% of 390,000 active;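 active means mean inhibition of replicates at least 50% and at least half of replicates each reaching 50%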;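 further: 0% = complete ARNT plus TACC3 wells and 100% = ARNT alone without TACC3; many hits fall short of the cut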
esBAF inh: inhibitors of esBAF chromatin remodeling in mouse ES cells; Bmi1-luciferase knock-in reporter, 24 h; 100% = twice the neutral-well signal; reporter increase, % at 12.5 µM; 2% of 350,000 active; in the data active means activation above about 40%;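 further: 0% = median of the plate's neutral control wells and 100% = double that signal; a rise in the Bmi1 reporter signal indicates esBAF inhibition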
An asterisk follows results filed as active.

The opening four compounds, to show the layout:
[1] Cc1c(NC(=S)/C=C2\N(C)c3ccccc3C2(C)C)c(=O)n(-c2ccccc2)n1C
[2] Cc1ccccc1NC(=O)CC1S/C(=N/c2nccs2)N(C)C1=O (stereo unspecified)
[3] NS(=O)(=O)c1cccc(NC(=O)Cn2cnc3ccccc3c2=O)c1
[4] OCCn1c(CSc2nnc(-c3ccco3)n2-c2ccccc2)nc2ccc(Cl)cc21

Compound	1	2	3	4
ARNT TACC3 PPI	-24	0	5	-3
esBAF inh	-9	4	-9	-9
RAD54 inh	-10	0	-18	0

This part in full, previewed entries included:
[1] Cc1c(NC(=S)/C=C2\N(C)c3ccccc3C2(C)C)c(=O)n(-c2ccccc2)n1C
[2] Cc1ccccc1NC(=O)CC1S/C(=N/c2nccs2)N(C)C1=O (stereo unspecified)
[3] NS(=O)(=O)c1cccc(NC(=O)Cn2cnc3ccccc3c2=O)c1
[4] OCCn1c(CSc2nnc(-c3ccco3)n2-c2ccccc2)nc2ccc(Cl)cc21
[5] Cc1cccc(NC(=O)Cn2cnc3ccccc3c2=O)c1C
[6] CC(=O)c1ccc(NC(=O)CCC(=O)OCC(F)(F)C(F)F)cc1

Compound	1	2	3	4	5	6
ARNT TACC3 PPI	-24	0	5	-3	-55	-4
esBAF inh	-9	4	-9	-9	-1	9
RAD54 inh	-10	0	-18	0	-8	0

Single values from the list.
In esBAF inh, compound 1 is listed with -9
In RAD54 inh, compound 6 is listed with 0
In ARNT TACC3 PPI, compound 4 is listed with -3
In RAD54 inh, compound 2 is listed with 0

Next records
[7] COC(=O)Cc1c(C)c2cc(Cl)c(OC(=O)c3ccco3)cc2oc1=O
[8] CC(=O)Nc1ccc(C(=O)CSc2nnc(Cc3ccccc3)o2)cc1
[9] O=C(CSc1nc2ccccc2[nH]1)c1ccco1
[10] COc1ccc(/C=C\C(=O)c2c(O)ccc3c(C)cc(=O)oc23)cc1
[11] CC(C)(C)NC(=O)c1ccc2c(c1)N(CC(=O)N1CCN(c3ccccc3F)CC1)C(=O)C(C)(C)O2
[12] COC(=O)c1[nH]c2cccc(OC)c2c1NC(=O)CN1CC2(C)CC1CC(C)(C)C2 (stereo unspecified)

Compound	7	8	9	10	11	12
ARNT TACC3 PPI	-5	0	-13	5	-2	-2
esBAF inh	5	0	24	5	0	-4
RAD54 inh	2	0	3	-2	-2	1

[13] CCSC(=O)CCCCCCCCCCCO
[14] Cc1cc(CCC(=O)O)c(C)cc1CCC(=O)O
[15] Cc1ccnc(NS(=O)(=O)c2ccc(NS(=O)(=O)c3cccs3)cc2)n1
[16] COc1ccc(C2c3c(ccc4ccccc34)Oc3ncn4nc(CO/N=C/c5ccccc5)nc4c32)cc1 (stereo unspecified)
[17] COc1ccc(C(O)CNc2ccc(C)cc2)cc1 (stereo unspecified)
[18] NCCc1nnc(SCc2ccc(F)cc2)o1

Compound	13	14	15	16	17	18
ARNT TACC3 PPI	-4	1	1	26	5	-3
esBAF inh	-10	3	-5	-2	4	-3
RAD54 inh	8	2	-19	-13	3	0

[19] CCCN(CCC)C(=O)c1cc(-c2ccc3c(c2)OCO3)nc2ccccc12
[20] CN1CCC(N(C)C(=O)COc2ccccc2-c2ccccc2)CC1
[21] CC(C)(C)N1C(=O)c2ccc(C(=O)NCc3ccco3)cc2C1=O
[22] CCOc1ccccc1NC(=O)c1ccccc1-c1nc(-c2ccccc2OC)no1
[23] CN(C)c1nc(N)nc(CSc2nnnn2-c2cccc3ccccc23)n1
[24] CC1Cc2ccccc2N1C(=O)COC(=O)Cn1cnc2ccccc2c1=O (stereo unspecified)

Compound	19	20	21	22	23	24
ARNT TACC3 PPI	36	-4	8	-10	-4	0
esBAF inh	-10	-2	2	6	-13	-8
RAD54 inh	7	1	-4	1	0	-10

[25] CCCSc1nnc2n(C)c(=O)c3c4c(sc3n12)CCC4
[26] Cn1c(=O)c2c(nc(CN3CCN(c4cccc(Cl)c4)CC3)n2CCc2ccccc2)n(C)c1=O
[27] O=c1ccc(Cl)cn1Cc1ccccc1F
[28] C/C=C/Cn1c(SCc2ccc(C)cc2)nc2c1c(=O)[nH]c(=O)n2C
[29] Nc1nnc(SCc2ccc(F)cc2)s1
[30] CCOC(=O)c1ccccc1NC(=O)/C(C)=C/C(=O)O

Compound	25	26	27	28	29	30
ARNT TACC3 PPI	10	1	0	21	0	-6
esBAF inh	-2	-2	-5	0	-2	-6
RAD54 inh	-11	8	-2	-3	8	-22

[31] CCOC(=O)c1c(OCC)[nH]c2c1cc(O)c1ccccc12
[32] Cc1cc(C)c(C)c(S(=O)(=O)Nc2ccc(O)cc2)c1C
[33] O=C(NCCCN1CCC(Cc2ccccc2)CC1)C1CCN(S(=O)(=O)N2CCOCC2)CC1
[34] CCOc1ccccc1NC1=CC(=O)CC(c2ccccc2)C1 (stereo unspecified)
[35] COCc1nc2ccccc2n1CCOc1ccccc1OC
[36] CCCc1nn(C(=O)c2ccccc2)c2c1C(=O)CC(C)(C)C2

Compound	31	32	33	34	35	36
ARNT TACC3 PPI	33*	5	-3	-6	9	20
esBAF inh	18	-23	-5	-1	-7	-3
RAD54 inh	43	-2	3	5	-13	-5

[37] NC(=O)CSc1oc(-c2ccco2)nc1S(=O)(=O)c1ccc(Br)cc1
[38] CN1CCN(CC#CC(C)(O)C2CC3C=CC2C3)CC1 (stereo unspecified)
[39] CCOC(=O)c1cccc(NC(=O)CSc2nnc(CNc3ccc(C)cc3)n2CC)c1
[40] CCC(=O)N1CCc2cc(S(=O)(=O)NCCCOC)ccc21
[41] CCCC(c1nnnn1CCC(C)C)N1CCC(C(N)=O)CC1 (stereo unspecified)
[42] Cc1ccc(S(=O)(=O)c2c(N)n(CCN3CCOCC3)c3nc4ccccc4nc23)cc1C

Compound	37	38	39	40	41	42
ARNT TACC3 PPI	-1	1	5	4	-1	1
esBAF inh	-3	-2	11	-4	-2	-2
RAD54 inh	-12	-15	11	5	-2	-2

[43] CC(C)(C)N(NC(=O)Nc1ccc(Cl)cc1)C(=O)c1ccccc1
[44] CCCn1c(=O)c(C(=O)Nc2ccccc2)c(O)c2ccccc21
[45] CC(=O)Nc1ccc(N/C=C/C(=O)c2ccco2)cc1
[46] CC(=O)Nc1ccc(NC(=O)c2c(C)nc3ccccn23)cc1
[47] O=C1C=C(O)CC(c2ccc(Cl)c(Cl)c2)C1 (stereo unspecified)
[48] Cc1cc(C(=O)Nc2cccc(/C=C/C(=O)O)c2)c(C)o1

Compound	43	44	45	46	47	48
ARNT TACC3 PPI	28	-9	-1	4	4	7
esBAF inh	2	31	38	-1	5	3
RAD54 inh	0	-17	-6	-10	-2	-1

Reprinted: nos. 43–44
[43] CC(C)(C)N(NC(=O)Nc1ccc(Cl)cc1)C(=O)c1ccccc1
[44] CCCn1c(=O)c(C(=O)Nc2ccccc2)c(O)c2ccccc21

Compound	43	44
ARNT TACC3 PPI	28	-9
esBAF inh	2	31
RAD54 inh	0	-17

(more compounds)
[49] COc1ccc(S(=O)(=O)N2CCCC(C(=O)Nc3ccc(OC)c(OC)c3)C2)cc1 (stereo unspecified)
[50] CCOC(=O)N1CCN(S(=O)(=O)c2cccs2)CC1
[51] CCOc1ccc(-n2c(SCc3ccc(C(=O)OC)o3)nc3c(c2=O)SCC3)cc1
[52] O=C(Oc1ccc(=O)n(-c2ccccc2)n1)c1ccc(Cl)cc1
[53] CCN(CC)c1ccc(NC(=O)c2[nH]c(C)c(C(C)=O)c2C)c(C)c1
[54] O=C(OCn1nnc2ccccc2c1=O)C1CCN(S(=O)(=O)c2cccs2)CC1

Compound	49	50	51	52	53	54
ARNT TACC3 PPI	-5	-7	-1	-1	-1	3
esBAF inh	8	-5	-14	-1	6	-2
RAD54 inh	-9	-4	10	4	-3	17

[55] COc1cccc(-c2nc(NCCN3CCOCC3)c3ccccc3n2)c1O
[56] COc1oc(-c2ccc(Cl)cc2)nc1C(F)(F)F
[57] O=C(Nc1ccccc1C(=O)O)c1cc(S(=O)(=O)N2CCCCC2)cs1
[58] CN(C)c1ccc(-c2nn3c(C4CCCCC4)nnc3s2)cc1

Compound	55	56	57	58
ARNT TACC3 PPI	18	-1	22	-1
esBAF inh	-4	0	4	-9
RAD54 inh	109*	-13	-3	1

6 entries from above, with values under each structure:
Every second line gives: ARNT TACC3 PPI	esBAF inh	RAD54 inh
[25] CCCSc1nnc2n(C)c(=O)c3c4c(sc3n12)CCC4
→ 10	-2	-11
[57] O=C(Nc1ccccc1C(=O)O)c1cc(S(=O)(=O)N2CCCCC2)cs1
→ 22	4	-3
[15] Cc1ccnc(NS(=O)(=O)c2ccc(NS(=O)(=O)c3cccs3)cc2)n1
→ 1	-5	-19
[35] COCc1nc2ccccc2n1CCOc1ccccc1OC
→ 9	-7	-13
[55] COc1cccc(-c2nc(NCCN3CCOCC3)c3ccccc3n2)c1O
→ 18	-4	109*
[39] CCOC(=O)c1cccc(NC(=O)CSc2nnc(CNc3ccc(C)cc3)n2CC)c1
→ 5	11	11

Only part of the results is shown (hit frequency here may not be typical).
